Cardio protect: myocardial damage modulation in H9c2 cells. H9c2 cardiomyocytes, H2O2 injury protection, ATPLite, 2 h. hit rate 0.63% among 360,000. protection from H2O2 cell death, % at 20 µM. AID 588492;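 active = compounds giving at least 50% protection of heart cells from peroxide-induced death in the single-dose screen, raw or plate-pattern-corrected value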;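 also: 0% = DMSO wells with peroxide and 100% = DMSO wells without peroxide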
PDI turbidity: PDI (human) enzyme inhibition | P07237 | PDI insulin aggregation turbidity, A650, 90 min | inhibition, % at 10 µM | hit rate 0.052% among 350,000 | AID 588391;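 active = mean inhibition across replicates of 30% or more, whatever share of single replicates reach that level; inconclusive = mean inhibition below 30% while every single replicate reaches 30%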;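 also: absorbance from insulin aggregation driven by PDI reduction with DTT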
Target sequence (P07237 whole entry, looked up): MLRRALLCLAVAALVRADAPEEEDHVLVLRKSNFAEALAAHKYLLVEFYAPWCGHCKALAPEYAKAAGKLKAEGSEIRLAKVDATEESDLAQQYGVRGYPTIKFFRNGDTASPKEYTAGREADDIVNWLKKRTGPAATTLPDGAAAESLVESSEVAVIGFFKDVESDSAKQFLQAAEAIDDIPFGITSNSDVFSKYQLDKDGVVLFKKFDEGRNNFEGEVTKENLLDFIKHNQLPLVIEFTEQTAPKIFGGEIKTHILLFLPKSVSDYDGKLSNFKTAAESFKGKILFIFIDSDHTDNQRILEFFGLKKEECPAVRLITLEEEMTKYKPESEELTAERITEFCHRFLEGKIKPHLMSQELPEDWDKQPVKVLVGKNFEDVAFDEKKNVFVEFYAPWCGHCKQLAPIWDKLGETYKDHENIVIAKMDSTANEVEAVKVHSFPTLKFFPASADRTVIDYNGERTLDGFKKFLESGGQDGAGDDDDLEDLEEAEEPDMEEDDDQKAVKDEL
HTR2A ag: agonists of mouse serotonin 5-HT2A receptor (HTR2A); CHO-K1 mHTR2A beta-arrestin complementation, luminescence; percent of 30 µM serotonin response; P35363; activation, % at 7.6 µM; hit rate 0.66% among 360,000;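 active = activation above a run cutoff, the mean activation of all tested compounds plus 3 SD, cut at about 14% in these data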;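 also: 0% = plate median of compound wells and 100% = 30 µM serotonin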
MC4R antag cAMP: blocks human MC4R cAMP signaling. inhibition, % at 6.5 µM. P32245. MC4R-expressing cells, MTII-stimulated cAMP, LANCE TR-FRET. hit rate 0.48% among 360,000;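 active = inhibition above its plate's cutoff, the mean of tested wells on that plate plus 3 SD, cut at about 29% in these data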;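 also: 0% = Melanotan II alone and 100% = Melanotan II plus saturating MCL0020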
Target sequence (P32245 whole entry, looked up): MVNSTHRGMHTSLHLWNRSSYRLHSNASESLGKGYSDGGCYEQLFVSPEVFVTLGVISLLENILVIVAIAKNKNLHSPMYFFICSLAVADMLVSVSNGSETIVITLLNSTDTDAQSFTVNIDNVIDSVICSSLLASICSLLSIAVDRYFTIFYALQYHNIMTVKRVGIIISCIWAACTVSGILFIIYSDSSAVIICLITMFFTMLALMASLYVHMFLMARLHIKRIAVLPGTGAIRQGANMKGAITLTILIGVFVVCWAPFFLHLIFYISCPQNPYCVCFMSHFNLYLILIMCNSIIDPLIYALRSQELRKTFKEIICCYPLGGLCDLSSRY
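Assay system: U2OS cells stably expressing human melanocortin 4 receptor (MC4R) / Dosing: 6.5 µM / Timing: compound 30 min, challenge 1 h, detection 1 h / Measured by: Eu-cAMP/anti-cAMP TR-FRET, emission 671 nm / Replicates: singlicate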
N-glyco inh: N-linked glycosylation inhibition. D54 ERlucT glycosylation luciferase reporter, 24 h; percent of 100 nM tunicamycin response. reporter increase, % at 12.5 µM. hit rate 0.23% among 360,000. AID 588692;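 active = mean luciferase reporter signal, scaled so untreated is 0 and the glycosylation-blocking control 100, at or above a set limit in every replicate; inconclusive = mean reaches the limit but not every replicate does; inactive = mean below the limit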;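 also: luciferase carries N-glycosylation sites so blocking glycosylation raises the light; 0% = median of neutral control wells and 100% = median of 100 nM tunicamycin wells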
aDG glyco act: alpha-DG glycosylation activation. activation, % at 10 µM. Pro5-aDG cells, alpha-DG glycosylation AlphaScreen (IIH6); 0% Pro5, 100% B10-LARGE cell signal. AID 624168. hit rate 0.22% among 360,000;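 active = activation of at least 8% versus controls, or a plate z-score of at least 8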;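 also: Pro5 are CHO cells carrying HIG-tagged alpha-DG that lacks glycosylation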
MC4R ag barr: activates human MC4R beta-arrestin recruitment; activation, % at 8.9 µM; hit rate 0.98% among 360,000; U2OS MC4R beta-arrestin complementation, luminescence; percent of melanotan II response, DMSO zero;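 active = activation above a per-plate cutoff, the mean activation of sample wells on that plate plus 3 SD, cut at about 8% in these data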
CaV13 FRET inh: Primary screen for inhibitors of IQ motif and Ca2+-dependent inactivation inhibitor domain binding in CACNA1D, Förster resonance energy transfer in living cells, …. hit rate 0.098% among 340,000. HEK cells, CFP/YFP FRET ICDI-IQ, plate reader, 10 min; percent FRET-ratio fall versus neutral wells. inhibition, % at 12.3 µM;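 active = mean replicate inhibition of at least 30% and at least 1% of replicates passing that level; inconclusive = only one of the two criteria is met; inactive = neither criterion is met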;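 also: 0% = median of the neutral control wells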
ABCB6 inh MLPCN: inhibitors of human ABC transporter ABCB6; fluorescence ratio to DMSO, % at 10 µM; AID 602162; hit rate 0.19% among 360,000; Q9NP58; K562-ABCB6 porphyrin accumulation, flow cytometry, 1 h; hits give low values;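 active = fluorescence ratio to DMSO below 75%, the collection mean minus 3 SD; inconclusive = too few cells collected in the well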;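 also: signal is porphyrin accumulated inside mitochondria; 100% equals median channel fluorescence of DMSO control wells; lower ratio means ABCB6 inhibition with less porphyrin fluorescence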
Vif inh: HIV Vif inhibition | hit rate 0.35% among 340,000 | inhibition, % at 7.49 µM | HEK293T cells, Vif self-association by quenched fluorescence, imaging, 24 h; in the data active = inhibition above about 50%, passing the limit was not always enough; inconclusive = no clear call, values can overlap the other calls; inactive = below about 31%; also: some results filed as inactive read as strong as hits
The depositor's hits bear a star; ? = inconclusive; / = not tested or not shown.

SMILES	Cardio protect	PDI turbidity	HTR2A ag	MC4R antag cAMP	N-glyco inh	aDG glyco act	MC4R ag barr	CaV13 FRET inh	ABCB6 inh MLPCN	Vif inh
Cc1nn(-c2nnc(NCc3ccccc3)nn2)c(C)c1Br	-9.2	-3.6	-1.1	7.3	6.6	1.3	-1.8	-4.0	100.0	-5.7
S=C(NCCc1ccccc1)N1CCC2CC1c1cc(-c3ccc4c(c3)OCO4)ccc12 (configuration not stated)	-6.8	/	2.7	/	1.7	0.2	/	-6.0	91.0	1.1
CN(C)c1ccc(N2CN=C3SCC(=O)N3C2)cc1	-0.2	5.1	-5.2	-3.4	-4.0	-0.2	1.1	-4.8	97.0	-0.6
CCCCNC(=O)C1c2ccccc2OCC(=O)N1CCOC (configuration not stated)	/	/	1.5	/	/	0.0	/	-1.2	94.0	/
COc1ccc2c(c1)CSC(c1ccccc1)C2=O (configuration not stated)	-4.2	3.0	1.6	11.5	0.0	-0.2	-0.2	-18.4	101.0	-5.3
COc1ccc(S(=O)(=O)Nc2ccc(F)cc2)cc1N(C)S(=O)(=O)c1ccc(Cl)cc1	-15.2	-0.3	-0.4	9.9	-3.1	0.0	5.9	-7.9	92.0	-3.7
O=C(NC(=S)Nc1ccc(S(=O)(=O)N2CCCCCC2)cc1)c1cccs1	-6.9	-7.6	2.9	4.4	2.8	0.2	12.8*	-13.3	92.0	-4.0
O=C(NC(=S)Nc1ccccc1C(=O)O)c1ccc2ccccc2c1	-4.3	-6.9	2.7	-0.1	2.9	0.1	-0.6	-4.2	96.0	-4.1
COc1ccccc1NC(=O)C1=C(C)NC(=O)NC1c1ccc(C)s1 (configuration not stated)	1.6	12.4	-1.0	10.3	0.4	-0.6	-3.8	-10.8	101.0	18.2
COC(=O)CCCC(=O)N(C)CC1CCCN(CCc2ccccc2C)C1 (configuration not stated)	2.8	23.1	-8.8	12.1	1.2	0.1	-1.9	-1.8	99.0	-0.3
Cc1cc(N/N=C/c2ccc(Cl)cc2)nc(NCc2ccccc2)n1	-22.4	-3.2	-8.7	3.9	-6.4	3.1	-0.2	-18.4	110.0	-4.4
Cc1ccc(N=C2NC(=O)/C(=C/c3cccn3C)S2)c(C)c1	-5.0	-0.6	-1.6	11.3	6.5	-0.1	1.8	-4.5	98.0	-0.1
N#Cc1ccccc1OCC(=O)NCc1ccccc1CN1CCCC1	-2.0	18.4	-3.5	0.5	-1.4	-0.2	0.7	-6.0	92.0	5.1
CC(C)OCCCNC(=O)COc1ccc2oc3c(c2c1)CCCC3	-1.3	-50.4	2.1	2.8	-0.9	0.0	-2.8	-6.9	102.0	-3.9
COc1ccc2cc(C#N)c(SCC(=O)Nc3nonc3C)nc2c1	-0.5	-4.3	-1.1	11.0	1.9	-0.1	3.1	-3.8	95.0	1.8
COC(=O)/N=C(/Cc1ccc(OC)cc1)c1ccc(OC)cc1	-16.4	2.4	2.8	16.5	-1.4	0.5	1.6	-2.6	100.0	7.1
Cc1cc(C)cc(NC(=S)Nc2ccc(Cl)c(Cl)c2)c1	-19.7	3.8	-2.4	-4.1	-3.6	-0.3	3.5	-14.4	100.0	10.6
O=C(NCc1ccccc1)C1CCC1	3.4	-10.4	3.5	-5.1	1.3	-0.1	0.7	-5.2	97.0	2.3
COc1cc(C(=O)Nc2cccc(C(C)=O)c2)cc(OC)c1OC	8.1	1.0	5.1	-6.9	6.0	-0.1	-4.4	-2.0	97.0	-2.5
CCC(C)Oc1ccc(C(=O)Nc2ccc(CN3CCOCC3)cc2)cc1 (configuration not stated)	-4.7	-3.0	1.1	6.3	-0.8	2.0	-0.7	-1.7	98.0	2.6

MC4R ag barr: entries above that show a hit
Molecule	PDI turbidity	HTR2A ag	MC4R antag cAMP	N-glyco inh	aDG glyco act	MC4R ag barr	CaV13 FRET inh	ABCB6 inh MLPCN	Vif inh
O=C(NC(=S)Nc1ccc(S(=O)(=O)N2CCCCCC2)cc1)c1cccs1	-7.6	2.9	4.4	2.8	0.2	12.8*	-13.3	92.0	-4.0

Additional records follow:
SMILES	Cardio protect	PDI turbidity	HTR2A ag	MC4R antag cAMP	N-glyco inh	aDG glyco act	MC4R ag barr	CaV13 FRET inh	ABCB6 inh MLPCN	Vif inh
C=CCNC(=S)NNC(=O)COc1cccc(Cl)c1	-9.2	-6.4	7.8	4.5	2.8	-0.2	-1.9	-7.9	98.0	-3.6
Cc1csc2c(N3CCN(C(=O)NC(C)(C)C)CC3)ncnc12	-3.9	-2.1	41.1*	-1.1	-2.5	0.0	3.2	-18.3	?	-6.8
CC(=O)Oc1ccc(/C=C(\NC(=O)c2cccc(Br)c2)C(=O)Nc2ccc(C(=O)O)cc2)cc1	2.7	-5.4	2.5	19.4	1.0	0.0	0.2	-4.1	101.0	3.8
COC(=O)Cn1c(CCS(=O)(=O)c2ccc(C)c(C)c2)nc2ccccc21	-4.5	-6.9	-1.5	8.7	-4.0	0.0	0.9	-4.1	100.0	3.2
O=C(NC1CCCC1)C(c1ccc(N2CCOCC2)cc1)N(C(=O)c1ccco1)c1ccccc1F (configuration not stated)	10.3	-2.0	-2.3	3.0	1.7	-0.1	0.3	-6.4	98.0	-3.0
COc1cc(NC(=O)c2ccc(S(=O)(=O)N(C)c3ccccc3OC)cc2)cc(OC)c1	10.0	7.5	-3.9	9.0	-1.3	-0.2	0.5	-4.9	90.0	-14.4
CC(C)(C)c1cc(C(=S)N2CCN(CCO)CC2)cc(C(C)(C)C)c1O	0.3	1.2	-2.4	16.9	2.5	-0.3	-0.7	-4.1	87.0	-1.2
COC(=O)CNC(c1ccccc1)c1cc(Br)ccc1NC(=O)CCN1CCOCC1 (configuration not stated)	-6.6	-1.5	2.1	28.9*	20.3	0.4	2.5	-5.8	98.0	-5.5
CN(C)C(=O)C1Cc2ccccc2CN1S(=O)(=O)c1cccs1 (configuration not stated)	-0.8	-0.2	1.6	0.1	-1.8	0.2	-0.2	-1.8	103.0	0.2
NCc1nc(-c2ccc(Cl)cc2)no1	-3.6	-1.1	-0.4	2.6	3.4	0.1	-0.8	-5.2	99.0	3.7
CCCCN(CC)C(=O)c1ccccc1Oc1ccccc1	6.6	-2.0	9.8	12.5	-0.9	-0.2	-0.5	-5.3	85.0	-20.0
CCOC(CNCc1cc(C)c2[nH]c3ccccc3c2c1C)OCC	-0.2	-0.5	-0.7	-2.1	-1.7	3.1	1.0	-1.3	92.0	-11.0
COC(=O)CCC(=O)c1ccn(S(=O)(=O)c2ccccc2)c1	1.9	-1.2	-3.9	1.7	-0.3	0.1	0.1	-18.3	97.0	8.5
CCNC(=S)NNC(=O)C(c1ccccc1)c1ccccc1	-2.8	-5.0	-1.8	5.7	2.7	-0.1	-1.1	-4.7	103.0	10.7
Nc1ncnc2nc(SCCc3ccccc3)[nH]c12	5.1	-3.8	11.2	15.8	0.2	0.0	1.1	-5.7	99.0	-1.1
Cc1csc2c(=O)n3c(nc12)CCCCC3	11.6	0.0	-5.5	-2.7	-0.2	-0.1	-0.8	-8.0	98.0	5.7
CC1C=CCC2C(=O)N(c3cccc(C(=O)NCCc4ccccc4)c3)C(=O)C12 (configuration not stated)	7.7	4.7	4.0	-5.7	-1.5	-0.2	-0.6	-5.0	92.0	-3.0
CCOCCC(=O)Nc1ncc(S(=O)(=O)c2ccc([N+](=O)[O-])cc2)s1	31.1	-4.5	-0.6	2.2	-3.3	0.3	-1.5	-6.7	95.0	1.0
Cc1ccc(NC(=S)Nc2cccc3ccccc23)cc1F	-11.6	6.6	-3.5	-4.0	-6.7	0.2	1.3	-5.8	99.0	-2.0
COc1ccc(OC)c(NC(=O)Cn2cccc2)c1	-0.1	4.9	0.5	1.6	0.5	-0.1	-0.7	-8.9	99.0	-4.5
Nc1c(N(Cc2ccccc2)C(=O)COc2cccc(Cl)c2)c(=O)[nH]c(=O)n1Cc1ccccc1	15.3	-2.7	-3.2	17.2	10.3	-0.1	-2.3	-3.6	103.0	12.3
COc1cccc(C2C(C#N)=C(N)Oc3cc(C)[nH]c(=O)c32)c1OC (configuration not stated)	4.1	-2.4	-0.1	2.8	1.3	0.0	1.9	/	100.0	2.3
Cc1cccc(NC(=S)N2CCN(C(=O)c3ccco3)CC2)c1	2.1	11.9	-4.5	7.4	1.0	0.3	-0.7	-6.6	96.0	11.3
Nc1cc(=O)[nH]c(SCC(=O)Nc2ccc(Oc3ccccc3)cc2)n1	-8.6	6.4	-3.0	9.7	-1.4	-0.1	-1.9	-4.0	95.0	-12.8
CC1(C)CC(=O)C=C(c2ccc(Oc3ccccc3)cc2)C1	-12.5	-7.6	0.0	7.0	-3.1	-0.1	-0.2	-2.6	99.0	1.1
CC(C)(C)C1c2[nH]c3ccccc3c2CCN1CCCn1cccn1 (configuration not stated)	0.7	-6.4	-3.7	8.7	-4.0	0.9	-5.0	-5.5	97.0	4.0
CCC1CN(C(=O)N2CCC(C(=O)NCc3ccccc3C)CC2)c2ccccc2O1 (configuration not stated)	3.4	-8.4	0.0	7.0	0.9	0.4	-1.7	-2.2	100.0	-6.0
CC(=O)Nc1ccc(CNC(=O)C[N+]2(C)CCOCC2)cc1	1.5	8.0	-3.6	3.6	-1.4	-0.2	-1.7	0.1	96.0	-4.6
O=C(CN1c2ccccc2Sc2ccccc21)N/N=C/c1ccc(Cl)cc1Cl	-6.6	11.7	1.2	1.0	-9.2	-0.3	1.6	-20.7	87.0	-2.8
O=C(NC1CCSc2ccccc21)c1cc([N+](=O)[O-])ccc1N1CCOCC1 (configuration not stated)	3.8	-2.3	-3.4	4.5	0.4	0.0	-1.4	-5.7	97.0	6.1
COc1cc(NC(=O)COc2ccccc2Cl)ccc1NC(=O)c1cccs1	16.7	-6.2	5.7	-8.9	-1.6	0.9	5.1	-3.1	98.0	0.0
Cc1ccc(SCc2cn3cccnc3n2)cc1	-5.2	2.0	-0.6	3.1	-2.1	0.2	0.4	/	79.0	0.8
CCc1nc2ccc(C(=O)N3CCN(c4cccc(C(F)(F)F)c4)CC3)cc2nc1CC	-5.5	4.4	3.5	-5.2	2.3	0.0	1.9	-1.7	103.0	0.7
Cc1cc(C(=O)COc2ccc(Br)cc2F)c(C)n1CC1CCCO1 (configuration not stated)	3.2	-2.1	8.5	3.5	3.4	0.0	-1.4	-8.7	71.0*	/
CN(/C(=N/S(=O)(=O)c1cccs1)c1ccccc1)c1ccc(O)cc1	-2.6	13.4	0.3	3.7	-0.7	-0.1	-2.1	3.9	85.0	4.4
O=C(c1ccccc1)N1CCN(Cc2ccccc2)CC1	6.4	8.2	3.2	12.4	-2.8	0.3	1.3	-7.9	95.0	-0.7

From PubChem BioAssay
